GPR55 beta-arrestin = GPR55 agonists via beta-arrestin recruitment, primary screen, imaging, U2OS cells, beta-arrestin-GFP redistribution (AID 1961). activation, % at 10 µM, or EC50 in µM where a hit was titrated. U2OS GPR55 beta-arrestin-GFP redistribution imaging; higher % means a stronger effect. 0.048% of 290,000 active;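 active = activation above 40% with more than 50 cells counted in the well; inconclusive = wells holding fewer than 50 cells, flagged as toxic or sparse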;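 also: U2OS osteosarcoma cells stably expressing GPR55 and beta-arrestin-GFP; plate controls were DMSO negative control for no effect and LPI positive control for full effect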
KOR beta-arrestin-1 = KOR antagonists, beta-arrestin recruitment, cell-based, luminescence, uHTS (AID 1778); KOR beta-arrestin recruitment, luminescence, antagonist mode; higher % means a stronger effect; one-dose inhibition, % at 10 µM; IC50 in µM for titrated hits; 0.091% of 290,000 active; also: strong numbers were not always called active
KOR beta-arrestin-2 = KOR agonists, beta-arrestin recruitment, primary screen, cell-based, luminescence, uHTS (AID 1777); KOR beta-arrestin recruitment, luminescence; higher % means a stronger effect; activation, % at 10 µM; hits with a dose series show EC50 in µM; 0.02% of 280,000 active; in the data active = activation above about 50%, passing the limit was not always enough; also: a part of the inactive calls stands beside numbers as strong as those of hits
NOD2 inhibition = inhibition of NOD2-driven NF-kB reporter – cell-based, luminescence, uHTS, HEK293 (AID 1566). inhibition, % at 4 µM; hits with a dose series show EC50 in µM. HEK293 NOD2/NF-kB luciferase reporter, luminescence; higher % means a stronger effect. 0.63% of 290,000 active; also: many of its hits are not listed in these tables
HIV peptide binding = cell-free HIV fusion peptide-binding blockers – biochemical, uHTS, fluorescence dequenching, primary screen (AID 1986). cell-free peptide binding, fluorescence dequenching, 30 min; higher % means a stronger effect. inhibition, % at 20 µM, or IC50 in µM where a hit was titrated. 0.3% of 290,000 active; in the data active = inhibition mostly above about 52%, no sharp cut-off; inactive = mostly below about 76%; also: some results filed as inactive read as strong as hits
NOD1 inhibition = NOD1 signaling inhibitors, primary screen, cell-based, luminescence, uHTS (AID 1578); NOD1-driven NF-kB luciferase reporter cells, luminescence; higher % means a stronger effect; inhibition, % at 4 µM; hits with a dose series show EC50 in µM; 1% of 290,000 active; in the data active = inhibition mostly above about 36%, no sharp cut-off; inactive = mostly below about 34%;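 also: HEK-293T reporter cells stimulated with the NOD1 agonist gamma-tri-DAP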
GPR35 antagonists = inhibition of zaprinast-stimulated GPR35 beta-arrestin translocation – imaging, U2OS, beta-arrestin-GFP, zaprinast agonist, primary screen (AID 2058) | U2OS GPR35 beta-arrestin-GFP translocation imaging, zaprinast antagonism; higher % means a stronger effect | one-dose inhibition, % at 10 µM; IC50 in µM for titrated hits | 0.052% of 290,000 active;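 active = inhibition of at least 50% with at least 30 cells and total cytoplasm GFP at most 10,000,000; inconclusive = under 30 cells or total GFP of 10,000,000 plus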
Myeloid diff MLP = promotes myeloid progenitor differentiation | ER-HoxA9 myeloid progenitors, lysozyme-GFP differentiation, flow cytometry | calls only at 10 µM | 1% of 360,000 active | AID 624256;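 active = normalized GFP-positive differentiation at or above the plate's own cutoff, the solvent-only control mean plus 3 SD; inconclusive = no clear call, values can overlap the other calls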;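 also: cells exposed to compound for four days before flow analysis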
GPR55 LPI antagonism = inhibition of LPI-stimulated GPR55 beta-arrestin translocation – imaging, U2OS, beta-arrestin-GFP, LPI agonist, primary screen (AID 2013) | U2OS GPR55 beta-arrestin-GFP translocation imaging, LPI antagonism; higher % means a stronger effect | inhibition, % at 10 µM; hits with a dose series show IC50 in µM | 0.13% of 290,000 active;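 active = spots per cell inhibited over 60%, with over 100 cells counted and total cytoplasm intensity under 500,000; inconclusive = wells with under 100 cells, flagged as likely toxic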;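 also: U2OS cells stably carrying GPR55 and arrestin-GFP stimulated by 5 µM LPI near EC80; imaged beta-arrestin-GFP aggregate spots per cell after agonist stimulation; plate controls were LPI-stimulated DMSO wells for no effect and DMSO wells without LPI for full effect; some results filed as inactive read as strong as hits; confirmed hits need IC50 under 10 µM and bright autofluorescent wells are also inconclusive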
Myeloid diff MLP GFP+ MAC1+ % = recorded beside Myeloid diff MLP, whose call it bears; GFP+ MAC1+ double positive, %; measured here: differentiation confirmed by MAC1 staining
* hit, by the source's call; i = inactive; ? = inconclusive; . = not tested or not shown; & = joins results of further samples; [ ] = another dose, or the depositor's remark. Rule as the data show it, unless noted: active = inhibition above about 50%; inactive = the rest. These rows are one share of the data; the hit share may differ from the screen's.

Structure	GPR55 beta-arrestin	KOR beta-arrestin-1	KOR beta-arrestin-2	NOD2 inhibition	HIV peptide binding	NOD1 inhibition	GPR35 antagonists	Myeloid diff MLP	Myeloid diff MLP GFP+ MAC1+ %	GPR55 LPI antagonism
Cn1c2c(c(=O)n(C)c1=O)C(C(F)(F)F)(C(F)(F)F)N=C(CCC1CCCCC1)N2	-0.2%	-6.2%	-2.7%	14.6%	2.8%	22.8%	7.3%	i	0.2	0.9%
COc1ccc(Cn2c(=O)[nH]c3cc(C(=O)NCCCN4CCCCC4)ccc3c2=O)cc1	-0.2%	-16.2%	8.6%	8.4%	3.0%	-9.3%	11.0%	i	0.3	46.9%
O=C(NCc1ccc2c(c1)OCO2)c1ccc(Cl)nc1	0.5%	22.8%	-7.1%	3.4%	-1.5%	-18.3%	5.7%	i	0.5	-7.2%
CSCSC1=C(C#N)C(c2ccccc2Cl)C(C(C)=O)=C(C)N1 (stereo unspecified)	-0.6%	19.7%	0.4%	-3.5%	6.2%	-13.1%	16.8%	i	4.3	2.8%
O=S(=O)(/N=C(\c1ccccc1F)N1CCCCC1)c1ccccc1	-0.4%	3.3%	-0.2%	13.6%	-2.7%	-22.3%	-3.5%	i	1.1	-0.2%
O=C(CCn1nnnc1CN1CCOCC1)N1CCC(c2ccccc2Cl)C1 (stereo unspecified)	0.3%	5.1%	1.0%	10.7%	0.2%	-23.8%	15.6%	i	4.3	19.3%
C/C(=N\NC(=S)NCCc1ccccc1)c1ccc(Cl)cc1Cl	0.3%	-21.9%	2.1%	4.1%	-0.8%	-16.4%	-1.8%	i	2.0	2.2%
O=C(NCCCN1CCOCC1)c1c(O)c2cc(Br)cc(Br)c2[nH]c1=O	0.8%	17.3%	11.6%	14.3%	-0.4%	-18.5%	10.8%	i	0.3	0.3%
NS(=O)(=O)c1ccc(CNC(=O)c2cnccn2)cc1	0.0%	-17.9%	-2.4%	19.7%	2.6%	2.8%	-3.9%	i	0.6	4.9%
Nc1nc(CN2CCN(Cc3ccccc3)CC2)nc(Nc2ccccc2)n1	0.1%	-38.2%	1.7%	-10.3%	-1.3%	1.3%	-5.7%	i	1.2	-17.7%
Cc1ccc(C(=O)N2CCCC(Nc3ccc(F)cc3)C2)cc1C (stereo unspecified)	-0.1%	-6.6%	0.7%	3.2%	-2.1%	6.9%	-12.0%	i	0.4	-4.2%
CCOCCOc1cccc(C(=O)NC(C)c2ccc3ccccc3c2)c1 (stereo unspecified)	-0.1%	-30.7%[20 µM]	-2.4%	7.1%	2.0%	-18.0%	7.1%	i	0.5	18.0%
[O-]/C(=C(\C(=S)Nc1ccc(SC(F)F)cc1)[n+]1ccccc1)c1cc(Cl)ccc1Cl	0.9%	12.6%	-6.7%	19.0%	0.5%	-9.1%	18.8%	i	1.0	11.3%
Cc1[nH]c(-c2ccc(F)cc2)cc1C(=O)N1CCN(c2ccccc2F)CC1	0.5%	-37.3%	2.5%	4.8%	2.2%	2.8%	-7.9%	i	0.3	-0.3%
CC(NC(=O)c1ccc(N(C)C)c([N+](=O)[O-])c1)c1ccc(-n2ccnc2)cc1 (stereo unspecified)	0.3%	10.9%	-1.8%	7.4%	-1.1%	-12.3%	-11.5%	?	.	-0.7%
Cc1cccc2[nH]c(-c3ccc(NC(=O)c4ccco4)cc3)nc12	-0.3%	-30.2%	.	-78.7%	-2.6%	-60.6%	4.8%	i	1.5	0.0%
O=C(COc1ccc(Cl)cc1)N1CCN(Cc2ccc3c(c2)OCO3)CC1	-0.1%	-20.9%	2.8%	-5.8%	-1.2%	-49.4%	-3.8%	i	4.7&0.4	4.5%
CCOC(=O)c1c(NC(=O)CC)sc(C(=O)NC2CCCC2)c1C	-0.2%	-9.8%	1.4%	-5.0%	0.5%	-38.1%	-1.0%	i	0.2	-14.5%
OC(CNc1ncnc2sccc12)c1ccccc1 (stereo unspecified)	-0.2%	-8.0%	-2.0%	12.6%	-0.5%	-2.4%	-0.1%	i	1.8	1.1%
O=C(Nc1ccccc1N1CCCCC1)c1ccc(-c2ccc(Cl)cc2)o1	0.1%	18.6%	-0.6%	26.1%	20.1%	12.8%	7.4%	?	.	5.8%
COc1cc(C2NC(=O)NC(C)=C2C(C)=O)cc(OC)c1OC (stereo unspecified)	-0.1%	-6.2%	-2.8%	-33.3%	-1.7%	54.9%*	-4.7%	i	0.9	-6.6%
O=C(N/C=C/c1ccccc1)Nc1ccc(Cl)cc1	0.2%	-37.2%	-0.5%	-58.7%	-8.3%	-36.5%	-1.9%	i	0.5	15.7%
COc1ccc(/C=C/CN2CCN(Cc3ccc(C)cc3)C(CCO)C2)cc1 (stereo unspecified)	0.7%	-15.5%	-5.2%	-5.6%	0.9%	-12.5%	-0.4%	i	0.6	12.9%
O=C(C1CCN(S(=O)(=O)Cc2ccccc2)CC1)N1CCCc2ccccc21	0.1%	20.8%	0.2%	-6.5%	3.3%	-3.0%	-1.6%	i	0.9	-2.8%
COc1ccccc1CNC(=O)c1oc2ccc(S(=O)(=O)N3CCOCC3)cc2c1C	0.1%	-25.1%	0.8%	-2.6%	1.0%	20.8%	7.9%	i	0.3	10.4%
CCOC(=O)CNC(=O)COc1ccc(Cl)cc1Br	-0.4%	13.3%	-2.2%	0.6%	-2.4%	-15.1%	12.6%	i	0.6	5.0%
Cc1cc(C)n(-c2ccc(C(=O)NCc3ccc(F)cc3)cc2)n1	-0.4%	-1.1%	-1.4%	8.5%	-0.5%	-43.2%	-15.1%	i	0.4	2.9%
O=C(CNC(=O)N1CC(=O)Nc2ccccc21)Nc1ccc(F)c(Cl)c1	0.3%	-31.7%	9.7%	-3.4%	-0.4%	1.6%	-6.4%	i	2.9	-2.9%
CC(C)c1ccc(/C=N/NC(=O)CC(=O)NC2CCCCC2)cc1	-0.1%	-0.8%[20 µM]	.	24.5%	1.2%	-16.1%	-7.6%	i	0.3	14.7%
O=C(Nc1ccc(F)cc1)C1CCCO1 (stereo unspecified)	0.1%	-39.0%[20 µM]	.	7.3%	-0.5%	-35.4%	16.2%	i	0.1	0.2%

Compound profiles, as listed above. Order of screens: GPR55 beta-arrestin, KOR beta-arrestin-1, KOR beta-arrestin-2, NOD2 inhibition, HIV peptide binding, NOD1 inhibition, GPR35 antagonists, Myeloid diff MLP, Myeloid diff MLP GFP+ MAC1+ %, GPR55 LPI antagonism
`O=C(COc1ccc(Cl)cc1)N1CCN(Cc2ccc3c(c2)OCO3)CC1` in the list: -0.1%, -20.9%, 2.8%, -5.8%, -1.2%, -49.4%, -3.8%, i, 4.7&0.4, 4.5%
`O=C(N/C=C/c1ccccc1)Nc1ccc(Cl)cc1` in the list: 0.2%, -37.2%, -0.5%, -58.7%, -8.3%, -36.5%, -1.9%, i, 0.5, 15.7%

Next structures
Results follow in this order: GPR55 beta-arrestin | KOR beta-arrestin-1 | KOR beta-arrestin-2 | NOD2 inhibition | HIV peptide binding | NOD1 inhibition | GPR35 antagonists | Myeloid diff MLP | Myeloid diff MLP GFP+ MAC1+ % | GPR55 LPI antagonism
> S=c1nc(-c2sccc2OCc2ccc(Cl)cc2Cl)[nH][nH]1
  -0.3% | 1.7% | -9.3% | -6.6% | 5.4% | 12.1% | 8.5% | i | 0.6 | 2.8%
> COC(=O)c1ccccc1NC(=O)c1ccccc1NS(C)(=O)=O
  0.2% | 14.4% | -0.4% | 0.2% | -2.4% | . | -4.1% | i | 4.1 | 4.2%
> CC(=O)c1sc2c(c1OC(=O)c1ccc(Cl)cc1Cl)c(=O)n(-c1ccccc1)c(=S)n2-c1ccccc1
  -0.1% | 3.5% | 2.1% | 46.7% | 6.5% | -0.3% | 5.0% | i | 0.5 | 13.9%
> Cn1c(=O)c2c(nc(NCCNC(=O)c3ccco3)n2Cc2ccccc2Cl)n(C)c1=O
  0.6% | -55.6% | -0.8% | 6.5% | 1.4% | -4.3% | -0.9% | i | 0.2 | -3.2%
> CN1CCN(CCCNC(=O)CCN2C(=O)COc3ccccc32)CC1
  0.2% | -27.5% | -1.1% | 2.1% | 1.1% | -12.8% | 11.5% | i | 4.4 | 10.7%
> CCN(CC)CCNC(=O)c1ccc(Sc2ccc(C)cc2)c(NC(C)=O)c1
  0.8% | -12.9% | 2.8% | 3.1% | -0.9% | -26.5% | -5.6% | i | 0.8 | -0.4%
> CCn1c(SCC(=O)NC(C)(C)C)nc(O)cc1=O
  0.3% | -12.2% | -4.4% | 7.5% | -0.9% | -0.7% | 7.3% | i | 0.2 | -1.6%
> O=C1c2ccccc2C(=O)N1CCSc1nncs1
  -0.2% | -1.2% | 4.3% | 13.1% | 1.7% | -1.3% | -8.2% | i | 1.8 | 28.1%
> CC(C)(C)NC(=O)c1ccc2c(c1)C1C3CCC(C3)C1C(c1ccccc1)N2 (stereo unspecified)
  0.2% | 17.3% | -2.7% | -16.1% | 0.0% | -10.6% | 5.6% | i | 0.3 | 14.3%
> CCOC(=O)c1sc(=S)n(C)c1NC(=O)c1cccc(Br)c1
  0.0% | . | 3.3% | 6.5% | -0.1% | 5.9% | 8.6% | i | 0.2 | 4.1%
> COc1ccc(-c2[nH]c3ccccc3c2SCCNC(=O)c2ccccc2)cc1
  3.3% | -1.3% | -3.3% | 16.7% | -3.3% | 0.1% | -4.8% | i | 1.6 | 10.0%
> COc1ccc(CC(=O)n2[nH]c(=O)ccc2=O)cc1OC
  -0.1% | 7.5% | 5.7% | 19.7% | -0.3% | 6.5% | 10.9% | i | 0.4 | 0.4%
> O=C(O)CCc1nn2c3ccccc3n(CC(=O)c3ccccc3)c2nc1=O
  0.2% | 23.1% | -6.9% | -7.1% | -3.1% | -11.2% | 29.8% | i | 1.1 | -4.5%
> CCCOc1ccc(N2C(=O)C3ON(c4ccccc4)C(CCC)C3C2=O)cc1 (stereo unspecified)
  -0.1% | 17.8% | -6.5% | -0.2% | 1.3% | -1.6% | 20.9% | i | 1.4 | 5.1%

A stretch of the results above:
Results follow in this order: GPR55 beta-arrestin | KOR beta-arrestin-1 | KOR beta-arrestin-2 | NOD2 inhibition | HIV peptide binding | NOD1 inhibition | GPR35 antagonists | Myeloid diff MLP | Myeloid diff MLP GFP+ MAC1+ % | GPR55 LPI antagonism
> CCOC(=O)c1sc(=S)n(C)c1NC(=O)c1cccc(Br)c1
  0.0% | . | 3.3% | 6.5% | -0.1% | 5.9% | 8.6% | i | 0.2 | 4.1%
> COc1ccc(-c2[nH]c3ccccc3c2SCCNC(=O)c2ccccc2)cc1
  3.3% | -1.3% | -3.3% | 16.7% | -3.3% | 0.1% | -4.8% | i | 1.6 | 10.0%

Screens (PubChem)
